# PAX8 inh HTS: lowers PAX8-driven luciferase in RMG-I cells; RMG-I TPO-luciferase reporter, SteadyGlo, 24 h; inhibition, % at 12.6 µM; actives 1.2% (n = 360,000);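 active = mean replicate inhibition at least 60% with every replicate also reaching 60%; inconclusive = only one of the two criteria is met; inactive = mean below 60% and not all replicates reaching 60%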;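 also: luciferase light reporting Pax8 driven TPO promoter activity; plate controls were median of neutral control wells for no effect and mitoxantrone controls for full effect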
# EWS-Fli block: inhibitors of EWS/Fli oncoprotein transcriptional activity. A673 NR0B1-luciferase reporter, viability-normalised. AID 651661. actives 0.67% (n = 350,000). inhibition, % at 12.6 µM;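 active = mean inhibition of at least 50% after viability correction, with every replicate also passing that limit; inconclusive = mean reaches 50% but only one of two replicates passes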;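 also: firefly luciferase signal divided by Alamar Blue viability fluorescence both relative to DMSO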
# SIRT5 block: inhibitors of human sirtuin-5 desuccinylase. Q9NXA8. Purified SirT5, succinyl-peptide AMC, trypsin-coupled fluorescence. inhibition, % at 15 µM. actives 1.1% (n = 330,000); in the data active = inhibition above about 15%; inconclusive = no clear call, values can overlap the other calls
# Target sequence (Q9NXA8 whole entry, looked up): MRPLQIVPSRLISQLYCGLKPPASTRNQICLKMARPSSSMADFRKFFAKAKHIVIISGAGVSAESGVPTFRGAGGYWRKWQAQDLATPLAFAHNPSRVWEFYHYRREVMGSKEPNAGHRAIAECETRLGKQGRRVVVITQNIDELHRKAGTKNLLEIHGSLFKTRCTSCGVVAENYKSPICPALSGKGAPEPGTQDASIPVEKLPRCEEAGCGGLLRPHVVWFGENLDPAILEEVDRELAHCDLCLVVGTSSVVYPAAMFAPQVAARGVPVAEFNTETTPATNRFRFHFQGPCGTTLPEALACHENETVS
# DENV2 CPE rescue: protects cells from dengue virus 2 cytopathic effect; CPE inhibition, % at 9.99 µM; actives 1.7% (n = 350,000); AID 651640; DENV2-infected cells, cytopathic effect rescue, plate reader; in the data active = CPE inhibition above about 20%, passing the limit was not always enough; inconclusive = no clear call, values can overlap the other calls; tested in BHK-21 cells;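 also: 0% = median of neutral control wells and 100% = median of positive control wells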
# LGR2 antag: Drosophila LGR2 receptor signaling inhibition; HEK293 LGR2, CRE-luciferase, bursicon-stimulated, 4 h; inhibition, % at 9.99 µM; actives 0.35% (n = 380,000); AID 720647;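 active = drop in luminescence signal, shown as inhibition above about 50% in the replicate tests, limit read from the data, passing the limit was not always enough; inconclusive = probably only some replicates passing the limit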;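 also: agonist challenge used bursicon conditioned medium at about half maximal strength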
# CASP6 VEID inh: blocks human caspase-6 cleavage activity; P55212; inhibition, % at 12.5 µM; actives 0.53% (n = 350,000); AID 686996; purified caspase-6, Z-VEID-R110 cleavage fluorescence;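 active = mean inhibition across replicates at least about 35%, with every replicate also reaching that limit, limit read from the data; inconclusive = only one of the two criteria met; inactive = neither criterion met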;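 also: 0% = median of neutral control wells and 100% = no fluorescence left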
# Target sequence (P55212 24-179 limits assumed): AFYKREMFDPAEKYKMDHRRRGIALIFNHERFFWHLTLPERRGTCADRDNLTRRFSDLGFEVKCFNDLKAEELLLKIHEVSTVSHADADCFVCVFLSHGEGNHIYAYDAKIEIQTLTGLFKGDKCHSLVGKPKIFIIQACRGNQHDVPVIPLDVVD
# Target sequence (P55212 194-293 limits assumed): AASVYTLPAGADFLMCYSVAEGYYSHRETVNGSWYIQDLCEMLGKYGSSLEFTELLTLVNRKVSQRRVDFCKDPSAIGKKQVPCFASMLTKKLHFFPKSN
# ARNT TACC3 PPI: ARNT/TACC3 interaction disruption. Q9Y6A5. AlphaScreen His-ARNT PAS-B/GST-TACC3 binding, luminescence; TACC3 fragment carries E629A point mutation. inhibition, % at 9.99 µM. actives 0.66% (n = 390,000);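 active = mean inhibition of replicates at least 50% and at least half of replicates each reaching 50%; inconclusive = half or more replicates reach 50% but mean below 50%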;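 also: 0% = complete ARNT plus TACC3 wells and 100% = ARNT alone without TACC3; many hits fall short of the cut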
# An asterisk follows results filed as active; ? = inconclusive; . = no result given; & = joins results of further samples.
SMILES,PAX8 inh HTS,EWS-Fli block,SIRT5 block,DENV2 CPE rescue,LGR2 antag,CASP6 VEID inh,ARNT TACC3 PPI
CO[C@H]1CN(C)C(=O)c2ccc(NC(C)=O)cc2OC[C@H](C)N(Cc2ccccc2C(=O)O)C[C@H]1C,.,-2,-4,-4,-9,0,-1
CCOc1ccccc1NC(=O)c1cc(C(=O)c2cc(Br)ccc2O)coc1=N,26,0,0,3,16,0,.
Oc1cc(Cl)cc(Cl)c1Cl,.,-2,.,12,13,2,.
C[C@H](CO)N1C[C@H](C)[C@@H](CN(C)Cc2ccc(C(=O)Nc3ccccc3N)cc2)Oc2ccc(NC(=O)CCN3CCOCC3)cc2CC1=O,.,1,1,6,-19,2,.
O=C(CS(=O)(=O)c1c[nH]c2ccccc12)Nc1ccc(F)cc1,11,2,-1,9,-2,1,-4
Cn1cc(CNC(=O)c2ccc(OC3CCN(Cc4ccccn4)CC3)cc2)cn1,4,1,-1,-5,1,-2,-1
CC(C)(C)c1ccc(/C=N/NC(=O)CN2CCS(=O)(=O)CC2)cc1,2,-5,-2,-1,0,3,-1
CCc1nc2c(OCCc3cccc(OC)c3)cccn2c1N(C)C(=O)c1cccs1,17,2,1,7,7,1,.
CCCCCCc1ccc(N2C[C@H](C)[C@@H](CC(=O)NCc3ccccc3)C2=O)cc1,-36,-27,.,-12,-2,-4,.
CCN(CC)c1ccc(S(=O)(=O)N2CCOCC2)cc1NS(C)(=O)=O,2,-9,-2,7,9,1,1
CCOC(=O)c1c(N)sc2c1CCC(CC)C2 (centres undefined),.,.,-3,.,-31,2,2
Cc1cc(NC(=O)c2nn(C)c(C)c2Br)no1,-46,.,5,-6,-27,-2,-7
Cc1ccccc1NC(=S)NC1CCCC1,-16,-1,-1,0,-5,-2,-1
Cc1cc(F)ccc1C(O)c1ncc(-c2ccccc2)[nH]1 (centres undefined),-35,-5,.,6,-9,3,.
C/C(N)=C(/C#N)C(=O)COC(=O)C(NS(=O)(=O)c1ccc(Cl)cc1)C(C)O (centres undefined),1&1,1,.,-2,3,1,2&0
Cc1cc(C)c(NC(=O)c2ccc3c(c2)C(=O)N(Cc2cccnc2)C3=O)c(C)c1,.,.,-5,?,2,-2,-2
Cc1cc(C(=O)COc2ccc([N+](=O)[O-])cc2)c(C)n1C1CC1,-48,-67,-3,9,-8,3,-3
CCNC(=O)C[C@@H]1CC[C@H]2[C@@H](COC[C@@H](O)CN2C(=O)Nc2ccc3c(c2)OCO3)O1,-102,-75,3,13,-36,-1,8
O=C(COc1ccc(S(=O)(=O)N2CCOCC2)cc1)NCc1ccco1,12,-6,0,-2,-3,-5,-2
C[C@@H](NC(=O)[C@@H]1[C@@H](CO)[C@@H]2Cn3c(ccc(C4=CCCCC4)c3=O)[C@H]1N2)c1ccccc1,5,-7,-21,-4,-6,-3,-2
C[C@@H]1CN(S(=O)(=O)c2ccc3c(c2)OCCO3)CCN1S(=O)(=O)c1c(F)cccc1F,2,5,.,?,10,0,1
Cc1ccc(S(=O)(=O)N(C)C[C@@H]2Oc3ccc(NS(=O)(=O)c4c(C)noc4C)cc3C(=O)N([C@@H](C)CO)C[C@@H]2C)cc1,7,-9,-2,2,0,-1,12
COc1cccc(-n2nnc3c(=O)n(CC(=O)NCC4CCCO4)cnc32)c1 (centres undefined),11,5,16*,-7,-13,2,-7
O=C(C[C@@H]1CC[C@@H]2[C@H](COC[C@@H](O)CN2C(=O)Nc2cccc(F)c2)O1)NCc1ccccc1F,-83,-21,5,?,-11,3,-34
C[C@@H]1CC[C@]2(O[C@@H](CCO)C[C@H](O)[C@H]2O)O1,-4,-5,1,7,-13,-3,.
O=C(C[C@H]1CC[C@@H](NC(=O)C2CCOCC2)[C@@H](CO)O1)NCC1CC1,1,.,1,3,-8,9,.
CCOC(=O)CC1COCCN1C(=O)c1cc(COc2ccccc2SC)on1 (centres undefined),-23,-31,-3,1,-31,0,.
O=S(Cc1ccc(Br)cc1)Cc1nnc(SCc2ccc(Br)cc2)n1-c1ccccc1 (centres undefined),39,5,2,4,30,-1,-1
CC(=O)c1ccc(OCCCC(=O)N2CCN(S(=O)(=O)c3ccc(C(C)C)cc3)CC2)cc1,23,34,1,-2,5,-1,.
CN(C)C(=O)CSc1ccc(S(=O)(=O)N2CCOCC2)cn1,-8,-11,-4,12,-11,-1,6
Nc1nc(SCC(=O)N2CCc3ccccc32)[nH]c(=O)c1-c1ccccc1,.,5,2,-5,6,5,1
O=C(C[C@@H]1CC[C@H]2[C@@H](COC[C@@H](O)CN2Cc2ccc(F)cc2)O1)NCc1ccccc1Cl,-14,3,-4,19,-6,0,-8
O=C(CSc1ccccc1C(=O)O)c1ccc(Cl)cc1,-71,-52,1,-5,-20,4,-21
O=S(=O)(Oc1ccccc1N1CCCCC1)c1ccccc1,-8,-6,2,6,7,-1,-15
CN(C(=O)c1ccc(S(=O)(=O)N(C)C)cc1)c1ccc2ccccc2c1,15,-13,0,1,10,0,.
CN(C)S(=O)(=O)c1ccc(C(=O)OCC2CC2(Cl)Cl)cc1 (centres undefined),5,-1,-3,0,-8,-2,.
COc1ccc(Cl)cc1NC(=O)C1CC(=O)N(C2CCCCC2)C1 (centres undefined),20,3,0,-12,4,6,5
CC1CCCC(NC(=O)COC(=O)c2cc3ccccc3oc2=O)C1C (centres undefined),-144,-62,1,7,.,4,-13
C/C(=N\NC(=O)c1ccc([N+](=O)[O-])cc1Cl)c1ccccc1,-35,-68,-2,.,-65,0,-6
C[C@H](NC(=O)C[C@@H]1C[C@H]2c3cc(NC(=O)NC4CCCCC4)ccc3O[C@H]2[C@H](CO)O1)c1ccccc1,22,3,-1,9,-6,1,-1
COc1ccc2cc(C(=O)C3CCCN(C(=O)Cc4c(C)noc4C)C3)ccc2c1 (centres undefined),-8,-4,-28,16,-10,4,3
CCCCS(=O)(=O)NC1=NCN(CC)CN1,.,6,-1,-2,5,-3,-4
O=C(CCN1CCN(Cc2ccccc2)CC1)NNC(=O)Nc1cccc(Cl)c1,.,0,2,4,0,-1,-17
COc1ccc(NC(=O)c2csc(Cc3ccc(Cl)cc3)n2)cc1,15,6,-7,-3,-10,6,0
CO[C@@H](CN(C)C(=O)C1CCOCC1)[C@@H](C)CN(C(=O)Nc1ccc(F)cc1)[C@@H](C)CO,.,-9,-1,4,2,0,-1
O=C(NC1CCCC1)C1C(c2ccccc2)=Nc2ccccc2N1C(=O)c1cc(Cl)cc(Cl)c1 (centres undefined),23,-1,1,-1,-20,-2,.
C[C@@H]1CN([C@H](C)CO)C(=O)c2cc(C#CCN(C)C)cnc2O[C@@H]1CN(C)C(=O)Cc1ccncc1,-3,-10,0,-1,-4,2,4
C[C@H]1CN([C@@H](C)CO)C(=O)Cc2cc(NC(=O)CCC(F)(F)F)ccc2O[C@@H]1CN(C)CC1CCCCC1,.,-8,.,2,13,1,-3
Cc1cccc(C(C)(C)C)c1OCCOCCN1CCCC1,1,.,.,.,-9,.,-27
O=C(N/N=C/c1ccc2ncccc2c1)c1cc(-c2cccs2)nc2ccccc12,-19,-8,-4,0,-14,-2,-9
N#C[C@@H]1[C@H](c2ccccc2/C=C/c2ccccc2)[C@H](CO)N1S(=O)(=O)c1ccc(F)cc1,-23,7,9,0,16,-2,.
N/C(=N\OS(=O)(=O)c1ccc2ccccc2c1)c1ccccn1,-4,-2,3,3,-2,-2,59*
CC(=O)C[C@@H](O)CC(=O)[C@@H]1OC(=O)CCCCCc2ccccc21,-2,5,-1,-11,.,6,-3
Cc1cc(NC(=O)CSc2nnc(Nc3ccccc3F)s2)no1,-32,-23,-3,-2,-26,3,-13
COc1ccccc1Nc1nc(Cl)nc(NC(C)(C)C)n1,32,-10,-1,-2,24,4,-17
CC(C(=O)N(C)C1CCS(=O)(=O)C1)N1C(=O)/C(=C/c2ccc(F)cc2)SC1=S (centres undefined),22,8,2,-5,5,4,17
CCOC(=O)C1=C(C(=O)OCC)C2N(Cc3ccc(Br)cc3)c3ccccc3[C@@]23C[C@@H](C(=O)OC)N(S(=O)(=O)c2ccc(C(F)(F)F)cc2)C3=N1 (some centres undefined),4,-45,.,3,-39,-8,.
CCOc1ccc(-n2c(SCC(=O)Nc3ccccc3CC)nc3n[nH]c(C)c3c2=N)cc1,21,17,1,-2,12,1,.
COc1ccc2c3c([nH]c2c1)[C@H](CO)N(Cc1nccs1)CC31CCN(C(=O)C2CCCCC2)CC1,11,-10,0,-11,-8,2,.
CC1=NNC(=O)C1CC(=O)N/N=C/c1cccs1 (centres undefined),-14,0,7,-2,-8,1,-4

# Next section.
SMILES,PAX8 inh HTS,EWS-Fli block,SIRT5 block,DENV2 CPE rescue,LGR2 antag,CASP6 VEID inh,ARNT TACC3 PPI
CCN(CC)c1ccc(-n2c(O)c(C=C3N=c4ccccc4=N3)sc2=S)cc1,3,5,.,.,9,.,1
Cc1cccn2c(=O)c(C=O)c(NCc3ccccc3)nc12,19,-2,1,2,-1,-3,.
O=C(Cn1c2ccccc2c2nc3n(c(=O)c21)CCCS3)Nc1ccccc1,-7,-7,10,-2,-5,3,-2
Cc1ccc(CNC(=S)NC2CCC(C(C)(C)C)CC2)cc1 (centres undefined),-4,.,-1,?,16,0,1
Cc1cc(C(=O)N2CCCC(N3CCN(c4cccc(Cl)c4)CC3)C2)n(C)n1 (centres undefined),19,.,-1,0,4,-1,-13
CCOC(=O)CN1C(=O)N[C@@H](CCc2ccccc2)[C@H](C(C)=O)[C@H]1C,-4,-1,.,3,-2,0,-3
CCC1CCCCN1CCCNC(=O)c1ccc2c(c1)N(Cc1c(F)cccc1Cl)C(=O)CS2 (centres undefined),31,.,-3,?,13,-17,2
CCOC(=O)c1c(C)[nH]c(C(=O)COC(=O)CCS(=O)(=O)c2ccc(C)cc2)c1C,8,-1,-2,0,-5,-3,-2
CCC(C)NC(=O)CN(C)S(=O)(=O)c1ccc2c(c1)c(=O)n(C)c(=O)n2C (centres undefined),9,3,-3,8,-5,0,.
CC(C)C(NS(=O)(=O)c1cccc(C(F)(F)F)c1)C(=O)N1CCc2ccccc2C1 (centres undefined),-4,.,-5,-4,7,1,0
Cc1ccc(C)c(OCC(=O)Nc2cc(NC(=O)COc3cc(C)ccc3C)cc(C(=O)O)c2)c1,7,6,5,-5,6,31,4
C/C(O)=C(\N=Nc1cc(C)ccc1O)C(N)=O,24,-25,-2,4,-32,1,.
Cc1cc(S(=O)(=O)N2CCOCC2)c(C)s1,-15,.,-4,-4,3,-2,-5
O=C(CCSc1ccc(Cl)cc1)NCc1ccncc1,-7,9,2,2,9,-3,29
Cc1cc(C)n2c(SCC(=O)NC3CCCCC3)nnc2n1,2,0,-5,-2,-20,-5,-7
Cc1oc(C(C)(C)C)cc1C(N)=O,6,9,5,0,2,0,-3
C[C@@H]1CN([C@H](C)CO)C(=O)Cc2cc(NS(=O)(=O)c3ccc(F)cc3)ccc2O[C@H]1CN(C)Cc1ccc(C(=O)O)cc1,-2,1&2,-1&-1,?,33&1,-1&1,-4&-2
